Compound activity (PubChem BioAssay)
JMJD2A Tudor – JMJD2A Tudor domain (human) inhibition; O75164; 390,000 tested, 4.4% active; AlphaScreen JMJD2A-Tudor / H3K4me3 peptide binding; Potency, µM (titrated, usually from 114 µM), without a hit: at the top dose activity change, negative = inhibition, hits mostly inhibitors; note: % is set by controls: 0 for no effect and ±100 for the full control effect; nearly all actives have a fitted effect of over 50% in size
TrxR1 inh – inhibitors of rat thioredoxin reductase 1; AID 588453; 390,000 tested, 1% active; O89049; Potency, µM (top dose mostly 114 µM), without a hit: at the highest dose activity change, negative = inhibition, usual class: inhibitors; recombinant rTrxR1, NADPH fluorescence consumption, selenite substrate; note: % is set by controls: 0 for no effect and ±100 for the full control effect; nearly all actives have a fitted effect of over 65% in size
Target sequence (O89049 whole entry, looked up): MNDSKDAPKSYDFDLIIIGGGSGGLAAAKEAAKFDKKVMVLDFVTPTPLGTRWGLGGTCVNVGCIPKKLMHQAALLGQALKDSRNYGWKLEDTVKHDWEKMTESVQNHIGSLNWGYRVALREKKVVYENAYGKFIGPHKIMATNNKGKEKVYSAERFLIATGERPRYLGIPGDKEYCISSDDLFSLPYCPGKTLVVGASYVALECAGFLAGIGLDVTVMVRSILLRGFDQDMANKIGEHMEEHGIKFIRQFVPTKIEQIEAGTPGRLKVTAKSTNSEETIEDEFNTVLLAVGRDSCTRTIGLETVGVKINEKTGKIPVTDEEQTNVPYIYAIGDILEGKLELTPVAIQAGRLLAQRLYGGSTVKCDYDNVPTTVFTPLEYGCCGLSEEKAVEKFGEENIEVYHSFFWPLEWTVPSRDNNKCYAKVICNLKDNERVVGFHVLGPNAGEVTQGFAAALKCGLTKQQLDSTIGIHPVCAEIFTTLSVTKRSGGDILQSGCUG
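Rat TrxR1 (90 nM in the dispensed reagent) was pre-reduced with 400 uM NADPH for 5 min at room temperature, then incubated with compound for 15 min. After 400 uM selenite was added, NADPH fluorescence (Ex 340/Em 450 nm) was followed for 8 min.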
GLS inh – blocks human kidney-isoform glutaminase activity; O94925; GLS enzymatic activity, qHTS titration; Potency, µM (top dose mostly 45.5 µM), for inactives: at the top dose activity change, negative = inhibition, usual class: inhibitors; 410,000 tested, 0.21% active; note: % is set by controls: 0 for no effect and ±100 for the full control effect
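hKGA; 45 mM KH2PO4 pH 8.2 + 0.02% Tween-20; cpd via pin tool; 1 mM Gln soln; GluOx/HRP/Amplex Red; RT 30 min; fluor. t0 & final.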
HP1b binding inh – inhibitors of HP1-beta chromodomain binding to methylated histone tails. AID 540317. Potency, µM (top dose mostly 114 µM), without a hit: at the top dose activity change, negative = inhibition, most hits filed as inhibitors. AlphaScreen HP1-beta / biotin-H3K9me3 peptide binding. 390,000 tested, 0.56% active; note: nearly all actives have a fitted effect of over 70% in size; inactives centre near 23
Target sequence (P83916 whole entry, looked up): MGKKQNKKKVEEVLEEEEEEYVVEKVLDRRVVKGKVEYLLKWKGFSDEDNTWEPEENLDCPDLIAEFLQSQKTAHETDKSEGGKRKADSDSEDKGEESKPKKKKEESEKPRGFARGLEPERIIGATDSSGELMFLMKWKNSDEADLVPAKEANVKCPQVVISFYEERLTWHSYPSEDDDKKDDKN
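HP1-beta protein (50 nM final) preincubated 30 min at room temperature with biotinylated H3(1-18)K9me3 peptide (50 nM) in PBS pH 7.4, 0.01% Tween-20, then compound added for 30 min. AlphaScreen streptavidin donor/nickel chelate acceptor beads (10 ug/mL final), 30 min dark, luminescence read.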
ALOX12 inh – inhibitors of human 12S-lipoxygenase ALOX12. 580,000 tested, 1.1% active. Potency, µM (titrated, usually from 108 µM), for inactives: top-dose activity change, negative = inhibition, most hits filed as inhibitors. purified 12hLO, xylenol orange hydroperoxide absorbance. P18054; note: % is set by controls: 0 for no effect and ±100 for the full control effect
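Hydroperoxide product was detected by ferrous iron/xylenol orange as the 573 to 405 nm absorbance ratio. Arachidonic acid at 40 uM (final) was turned over for 30 min at room temperature by 150 nM human 12hLO, pH 7.0 Hepes buffer, after 15 min compound preincubation.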
Pin1 inhibitor – blocks the human prolyl isomerase Pin1 | Pin1 FP peptide displacement, HiFluor488, 10 min | Potency, µM (series often up to 115 µM), for the others: at the highest dose activity, negative = inhibition, actives largely listed as inhibitors | 390,000 tested, 0.009% active | AID 504891; active = well fitted inhibition curve with a large enough effect in the polarisation, with a control signal flat, not every such curve was filed as active; inconclusive = small, poorly fitted or top-dose-only effect, or effect the other way, or a change in a side signal; inactive = no such curve, though single readings can be large or run the other way; the % refers to the polarisation; note: % is set by controls: 0 for no effect and ±100 for the full control effect
Target sequence (Q13526 whole entry, looked up): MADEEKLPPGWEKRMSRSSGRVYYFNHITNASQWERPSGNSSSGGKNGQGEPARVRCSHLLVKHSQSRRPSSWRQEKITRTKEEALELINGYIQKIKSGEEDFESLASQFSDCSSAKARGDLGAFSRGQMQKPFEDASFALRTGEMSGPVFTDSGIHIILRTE
RGS4 inh – inhibitors of human regulator of G protein signaling 4; P49798; Transcreener GDP fluorescence polarization, RGS4-accelerated GTP hydrolysis; Potency, µM (series often up to 114 µM), for inactives: at the highest dose activity change, negative = inhibition, most hits filed as inhibitors; 390,000 tested, 0.039% active; note: % is set by controls: 0 for no effect and ±100 for the full control effect; nearly all actives have a fitted effect of over 75% in size; some results filed as inactive show a strong effect at the top dose
Target sequence (P49798 whole entry, looked up): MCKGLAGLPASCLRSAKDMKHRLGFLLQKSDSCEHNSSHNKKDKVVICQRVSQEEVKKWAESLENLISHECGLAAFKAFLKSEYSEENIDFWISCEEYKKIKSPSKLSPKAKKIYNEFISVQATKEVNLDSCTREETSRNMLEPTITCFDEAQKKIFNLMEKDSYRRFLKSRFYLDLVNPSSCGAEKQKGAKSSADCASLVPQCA
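MLSMR compounds (23 nl, pin-transferred) preincubated 10 min at room temperature with a 500nM (2x) first reagent, then RGS4 at 900nM (2x) plus Transcreener GDP mix added; fluorescence polarization (620/688 nm) read before and after 90 min at 30 °C.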
ERG-DNA inh – blocks human ERG Ets domain binding to DNA. 370,000 tested, 0.028% active. fluorescence polarization, His-ERG Ets domain / labelled DNA. P11308. Potency, µM (titrated, usually from 76.9 µM), for inactives: at the highest dose FP activity, negative = inhibition, actives largely listed as inhibitors; active = well fitted inhibition curve with a large enough effect in the polarisation, with a control signal flat; inconclusive = small, poorly fitted or top-dose-only effect, or effect the other way, or a change in a side signal; inactive = no such curve, though single readings can be large or run the other way; the % refers to the polarisation;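 note: polarization taken with two DNA probes labelled with fluorescein and Texas red; % of control where 0% means no effect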
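His-tagged ERG Ets domain (1 uM in the protein solution; 300mM KCl, 50mM Tris-HCl, 1mM EDTA, 1mM DTT, pH 7.5) received compound, then a probe mix of 5 nM fluorescein-DNA and 100nM Texas-615-DNA. Fluorescence polarization was read for both dyes.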
PGK inhibitor – T. brucei PGK inhibition; PGK/GAPDH coupled, Kinase-Glo luminescence, 60 min; Potency, µM (titrated, usually from 57.5 µM), for inactives: top-dose activity change, negative = inhibition, most hits filed as inhibitors; 380,000 tested, 0.043% active; AID 602233; note: % is set by controls: 0 for no effect and ±100 for the full control effect; nearly all actives have a fitted effect of over 60% in size
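Luminescent ATP detection (Kinase-Glo Plus) follows a 60-minute room-temperature incubation, with wells lacking PGK as controls. Buffer: 100 mM TEA (pH 7.6), 5 mM MgCl2, 0.01% Tween-20. Coupling enzyme GAPDH (100 nM final) supplies unstable 1,3-BPG in-well.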
* = called active by the depositor; i = inactive; ? = inconclusive; nt = no result given; & = joins results of further samples; [ ] = dose if it differs, or a comment. Unless noted, calls come from the whole dose curve; as a rule, active = well fitted curve in the direction sought with a large enough effect; inconclusive = small, poorly fitted or top-dose-only effect, or another doubt; inactive = no such curve, though single readings can be large; an effect the other way counts as inactive or inconclusive. Potency is the fitted concentration of half-maximal effect. The list is partial; the hit share may differ from the screen's.

Compound | JMJD2A Tudor | TrxR1 inh | GLS inh | HP1b binding inh | ALOX12 inh | Pin1 inhibitor | RGS4 inh | ERG-DNA inh | PGK inhibitor
O=C(O)c1ccc2c(=O)n3c(nc2c1)/C(=C/c1ccc(OC(F)F)cc1OC(F)F)CC3 | ? | 13% | ? | -17% | -30% | 25% | -71%[56.9 µM] | -14% | i
COC(=O)c1c(NC(=O)c2ccco2)sc2c1C(C(=O)OC)CC2 (stereo not given) | -5% | 10% | 10% | 28% | -13% | -1% | -34% | 2% | -4%
CC(NS(=O)(=O)c1ccc(OCC(=O)N2CCOCC2)c(Cl)c1)c1ccccc1 (stereo not given) | -18% | 11%[57.1 µM] | 2% | 35% | 0% | -4% | -10% | 2% | -2%
O=C1CN(C(=O)OCc2ccccc2)c2ccccc2N1 | -12% | 9%[57.1 µM] | 8% | 27% | -20% | -7% | 15% | 1% | 0%
CCN(CC)S(=O)(=O)c1ccc(NC(=O)COC(=O)c2ccc(-n3nc(C)cc3C)cc2)cc1 | -13% | 29% | -6% | 13% | -28% | 28% | -3% | 5% | 2%
Cc1cccc(NC(=O)c2cccc(NC3=NC4CS(=O)(=O)CC4S3)c2)c1 (stereo not given) | -17% | 18%[57.1 µM] | 7% | 39%[activator] | 11% | -12% | 11% | 10% | -8%
COc1ccc(-c2csc(Nc3ccc(S(=O)(=O)Nc4cc(OC)nc(OC)n4)cc3)n2)cc1 | ? | -16% | 32% | ? | ? | -14% | -30% | 1% | -3%
O=C(CSc1n[nH]c(-c2ccccc2Cl)n1)NCCc1ccccc1 | -14% | 20%[57.1 µM] | -5% | 17%[57 µM] | -16% | -3% | 21% | 2% | i
Cc1ccc(-c2nc(CS(=O)(=O)CC(=O)NC3CC3)c(C)o2)cc1 | 17% | 3% | -9% | 58%[activator] | 13% | 1% | 37% | -11% | -10%
CCOc1ccc(S(=O)(=O)NCCC2=CCCCC2)c2ccccc12 | 19% | 11% | -11% | 67%[activator] | -11% | -3% | 11% | -14% | -10%
Cc1ccc(NC(=S)NCCN2CCOCC2)cc1F | -15% | 3% | 14% | 35% | -8% | -2% | 11% | -13% | -6%
CCOc1ccc(CCNC(=O)COC(=O)/C=C/c2ccc(C)o2)cc1OCC | -26% | ? | -15% | 22% | ? | 1% | -25% | -3% | -6%
CCN(CC)CCn1c(=N)n(CCOc2ccccc2)c2ccccc21 | -20% | 17% | 16% | 12% | 8% | 0% | -1% | -4% | 9%
COc1ccc(Br)cc1/C=N/Nc1ccc(Cl)c(C(=O)O)c1 | -12% | 5%[57.1 µM] | ? | 22% | -24% | ? | -38% | 31%[activator] | 7%
COc1ccc(SCCCn2c(=O)c3c(ncn3C)n(C)c2=O)cc1 | -11% | 6% | -4% | 21% | 7% | 0% | -11% | -15% | -2%
O=C(N/N=C/c1ccc[nH]1)c1ccc([N+](=O)[O-])cc1 | -23% | -1% | 3% | 7% | -21% | 1% | -10% | -5% | -3%
O=C(Nc1ccc(C(=O)N2CCCCC2)cc1)c1ccc(Br)cc1 | -20% | 6% | 11% | 18% | -14% | -8% | -39% | -1% | 7%
COc1ccc([N+](=O)[O-])cc1NC(=O)CCS(=O)(=O)c1ccc(Br)cc1 | 40µM* | -17% | -6% | ? | -26% | -11% | -5% | -8% | ?
Cc1cccc(C)c1Nc1nnc(SCC(=O)Nc2ncc(C(F)(F)F)cc2Cl)s1 | 25µM* | -22% | 28% | -17% | -29% | 11% | -3% | -6% | 2%
CCOC(=O)c1c(C)[nH]c(C=C2C(=O)CCCC2=O)c1O | -22% | ? | 25% | 29% | -5% | ? | -19% | -21% | -13%
c1ccc(-c2noc(C34CC5CC(CC(C5)C3)C4)n2)cc1 | 88%[activator] | 14% | 8% | 120%[activator] | 3% | 6% | -10% | 4% | -4%
CCNc1ccc(S(N)(=O)=O)cc1[N+](=O)[O-] | 0% | -19% | -6% | -1% | ? | 2% | -19% | 7% | i
CC(=O)c1c(C)n([O-])c2cc(C)ccc2[n+]1=O | -14% | -26% | 3% | 50%[activator] | ? | 1% | -14% | -7% | -3%
Cc1ccc(NC(=O)CSc2nnc(Cn3c(=O)sc4ccccc43)n2C)cc1 | -20% | 20%[57.1 µM] | 3% | 65%[activator] | 139%[activator] | -1% | -3% | -3% | -9%
CCN(CC(=O)Nc1c(F)cccc1F)C(=O)CNC(=O)C1CCCCC1 | -12% | 0% | -8% | 21% | 8% | 6% | 11% | 12% | 7%
COC(=O)/C(=C1/Oc2cc(C)oc(=O)c2S1)C(F)(F)F | -1% | ? | 5% | 19% | -19% | -2% | -26% | 1% | -1%
Cc1nc2ccc(S(=O)(=O)N(C)CC(=O)N3CCc4ccccc4C3)cc2s1 | -1% | 5%[57.1 µM] | 6% | 31% | 7% | -7% | -30% | 2% | -4%
Cc1csc2ncc(C(=O)NC(C)c3ccccc3)c(=O)n12 (stereo not given) | 0% | 4%[57.1 µM] | ? | 46%[activator] | 12% | -2% | 1% | 3% | 8%
Cn1cc(Cl)c(C(=O)OCC(=O)Nc2ccc(S(N)(=O)=O)cc2)n1 | -7% | 23%[57.1 µM] | -13% | 35% | -4% | 3% | -19% | 3% | -6%
O=C(Nc1ccc2nn(-c3ccccc3)nc2c1)c1cc2ccccc2o1 | -5% | 18% | 16% | 36% | -6% | 4% | -19% | 4% | 0%
CCOC(=O)CNC(=O)C1CCC(CNS(=O)(=O)c2cccc3nsnc23)CC1 (stereo not given) | -8% | 9% | -11% | 23% | -5% | -1% | 71%[activator] | 4% | 3%
Cc1cc(Cl)ccc1OC(C)C(=O)Nc1ccc(C(=O)Nc2ccccc2C(=O)O)cc1 (stereo not given) | -20% | 6% | 7% | 30% | 50µM* | nt | 1% | 13% | -2%
Cc1ccc(N(CC(=O)NC2CCCCC2)C(=O)CNC(=O)c2ccco2)c(C)c1 | -3% | 20% | 4% | 25% | -10% | -3% | -6% | 1% | -5%
COC(=O)c1cc(C)nc2c1c(=O)nc(SCc1ccccc1F)n2C1CC1 | -17% | 14%[57.1 µM] | -9% | 22%[57 µM] | -25% | ? | 9% | 0% | 1%
CCCOc1ccc(N2C(=O)CC(N3CCN(c4ccccc4OC)CC3)C2=O)cc1 (stereo not given) | -13% | 9%[57.1 µM] | 6% | 44%[activator] | 312%[activator] | 2% | -13% | 11% | 2%
OCCc1ccc(-c2ccc(Cl)cc2)o1 | -24% | ? | -3% | 2% | 16% | -3% | -8% | -8% | i
CC(C)c1cc(NCCN2CCOCC2)n2c(nc3ccccc32)c1C#N | -7%[11.4 µM] | 33% | -11% | 75%[activator] | 17% | -10% | 6%[11.4 µM] | 14% | 0%
O=C(CNC(=O)c1ccc(Cl)cc1Cl)OCc1nc2ccccc2s1 | 21% | -23% | -10% | 44%[activator] | ? | 1% | 2% | 6% | i
Cc1ccc(NC(=O)C2CCN(S(=O)(=O)c3ccc4[nH]c(=O)oc4c3)CC2)cc1F | -12% | 6% | -13% | 40%[activator] | 1% | 5% | 4% | -16% | i
COc1ccccc1NC(=O)Cc1c(C(=O)O)[nH]c2ccc(Cl)cc12 | -30% | 32%[57.1 µM] | 5% | 7% | ? | ? | -25% | -1% | -9%
COCCCn1c(SC(C)C(=O)NC2CC2)nc2ccccc2c1=O (stereo not given) | -18% | -9%[57.1 µM] | 0% | 28% | -2% | -5% | 5% | 4% | 1%
COc1ccc(NC(=O)Cn2c(=O)n(-c3ccc(C)cc3)c(=O)c3c2c2cc(C)ccc2n3C)cc1 | -13% | -3% | 1% | 29% | -10% | -1% | 5% | -4% | 0%
Cc1ccc(C2CC2c2n[nH]c(=S)n2-c2ccc(C)cc2)cc1 (stereo not given) | ? | -13% | 46%[activator] | -15% | ? | -1% | ? | -1% | i
CCOC(=O)Cc1csc(NC(=O)CSc2ccc(Br)cc2)n1 | 18% | -3%[57.1 µM] | -12% | 62%[activator] | ? | 7% | -20% | 15% | -1%
Cc1ccc(NC(=O)c2c(C)nn(-c3ccccc3)c2-n2cccc2)c(Cl)c1 | -10% | -12% | -2% | 27% | -25% | 0% | 21% | 0% | 2%
O=C(/C=C/Nc1ccc(F)c(Cl)c1)c1ccco1 | -14% | -9% | 12% | 12% | 0% | 0% | -20% | 2% | -4%
CC1(C)CC(=O)C=C(NC2CCCC(O)C2)C1 (stereo not given) | 0% | 2%[57.1 µM] | -1% | 21% | -7% | 3% | 11% | 7% | 8%
O=C(c1cc2c(s1)-c1ccccc1OC2)N1CCc2ccccc2C1 | 33% | 37%[activator] | 4% | 114%[activator] | 22% | 6% | 5% | 2% | -5%
O=C(Cc1cccs1)Nc1nnc(-c2ccncc2)s1 | -27% | 15%[57.1 µM] | 5% | 17% | 2% | 13% | -12% | 5% | i
Cc1nnc(SCC(=O)Nc2cccc(S(=O)(=O)NC3=NCCCCC3)c2)n1Cc1ccccc1 | -21% | 14% | -20% | 30% | 6% | 0% | 10%[56.9 µM] | 0% | i
CC1=NNC(=O)C(CC(=O)Nc2ccc(Cl)c(Cl)c2)C1 (stereo not given) | -14% | 4% | 1% | 60%[activator] | -5% | -2% | ? | 5% | -4%
Cn1c2ccc(F)cc2c2nnc(SCCN3CCCCC3)nc21 | -10%&-25% | 7%[2.29 µM] | 10%&-15% | 22%&2% | 4%&-25% | 2%&2% | -10%&-27% | 13%&1% | 1%&-6%
